Bioassay records deposited in PubChem by National Center for Advancing Translational Sciences (NCATS).
TRHR agonist = activates the human TRH receptor; P34981; TRHR cells, calcium flux fluo-8, FDSS agonist mode; activation, % at 2 µM; actives 0.18% (n = 360,000); AID 493084; in the data active = activation above about 30%; note: 0% is about no effect
Target sequence (P34981 whole entry, looked up): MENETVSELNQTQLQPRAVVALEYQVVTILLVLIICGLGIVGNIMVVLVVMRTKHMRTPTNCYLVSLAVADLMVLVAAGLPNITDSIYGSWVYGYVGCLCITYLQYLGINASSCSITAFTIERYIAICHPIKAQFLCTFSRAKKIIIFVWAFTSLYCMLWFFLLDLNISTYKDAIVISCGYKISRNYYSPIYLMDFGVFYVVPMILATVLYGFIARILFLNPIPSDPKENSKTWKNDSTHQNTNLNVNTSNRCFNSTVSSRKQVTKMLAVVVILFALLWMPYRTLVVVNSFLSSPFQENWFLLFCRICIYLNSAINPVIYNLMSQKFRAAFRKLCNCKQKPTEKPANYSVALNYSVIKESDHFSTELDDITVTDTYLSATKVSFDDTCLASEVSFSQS
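In this calcium-flux screen, cells bearing human TRHR are dye-loaded with fluo-8, baselined for 10 cycles, then exposed to library compounds; positive kinetic calcium responses during the agonist phase mark hits, with TRH as control.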
POLB inh = blocks human DNA polymerase beta activity; P06746; Pol beta primer extension/strand displacement, fluorescence kinetic; Potency, µM (doses to about 114 µM), for inactives: at the top dose activity change, negative = inhibition, actives largely listed as inhibitors; actives 1.3% (n = 340,000); AID 485314; note: potency is the fitted concentration of half-maximal effect; % is set by controls: 0 for no effect and ±100 for the full control effect
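10 nM enzyme + cpd, 15 min RT; start with substrate 50 nM final; read 0 min and after 10 min RT. Corrected, normalized data; 4-parameter Hill curve fit.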
Pol iota inh = inhibitors of human DNA polymerase iota | Potency, µM (top dose mostly 115 µM), for inactives: at the top dose activity, negative = inhibition, hits mostly inhibitors | Q9UNA4 | Pol iota fluorescent replication assay, 10 min | actives 1% (n = 390,000) | AID 588590; note: potency is the fitted concentration of half-maximal effect
Target sequence (Q9UNA4 whole entry, looked up): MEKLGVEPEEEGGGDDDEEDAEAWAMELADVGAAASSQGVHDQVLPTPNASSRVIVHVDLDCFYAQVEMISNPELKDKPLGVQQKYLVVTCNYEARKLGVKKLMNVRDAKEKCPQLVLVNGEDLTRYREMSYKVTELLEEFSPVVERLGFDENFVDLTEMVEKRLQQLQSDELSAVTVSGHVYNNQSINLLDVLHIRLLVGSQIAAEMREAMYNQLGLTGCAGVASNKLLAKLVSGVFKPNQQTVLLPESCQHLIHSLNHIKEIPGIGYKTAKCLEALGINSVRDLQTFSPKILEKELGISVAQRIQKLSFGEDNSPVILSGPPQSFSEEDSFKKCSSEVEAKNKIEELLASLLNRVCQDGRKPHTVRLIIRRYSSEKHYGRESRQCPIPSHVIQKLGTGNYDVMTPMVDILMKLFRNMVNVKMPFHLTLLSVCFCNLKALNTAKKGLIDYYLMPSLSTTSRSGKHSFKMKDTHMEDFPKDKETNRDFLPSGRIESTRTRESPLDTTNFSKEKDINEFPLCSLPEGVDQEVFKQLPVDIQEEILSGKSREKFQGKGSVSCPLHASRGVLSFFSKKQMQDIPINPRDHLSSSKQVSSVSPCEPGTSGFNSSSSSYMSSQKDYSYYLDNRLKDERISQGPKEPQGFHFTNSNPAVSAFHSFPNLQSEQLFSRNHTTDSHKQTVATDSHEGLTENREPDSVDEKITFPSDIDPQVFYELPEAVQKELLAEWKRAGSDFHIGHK
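Pol iota at 10 nM preincubated 15 min with compounds at room temperature; reaction started with fluorescent substrate, 50 nM final. Fluorescence read kinetically at 0 and 10 min; buffer-only wells as negative control.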
APE1 inh = APE1 (human) endonuclease inhibition. P27695. recombinant APE1, TAMRA/BHQ-2 abasic DNA cleavage fluorescence. Potency, µM (titrated, usually from 65.8 µM), for inactives: at the top dose activity change, negative = inhibition, hits mostly inhibitors. actives 0.35% (n = 350,000);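 note: potency is the fitted concentration of half-maximal effect; plate controls were vehicle for no effect and reference inhibitor for full effect; nearly all actives have a fitted effect of over 55% in size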
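APE1 at 0.75 nM preincubated 15 min at room temperature with compound. Reaction then started with 50 nM double-stranded THF-abasic substrate labelled with TAMRA/BHQ-2, and 525/598 nm fluorescence read kinetically. Activity taken as third-minus-first read difference, normalized to DMSO and NSC13755 controls.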
Pol kappa inh = blocks human DNA polymerase kappa activity. AID 588579. Potency, µM (titrated, usually from 107 µM), for inactives: at the highest dose activity, negative = inhibition, usual class: inhibitors. actives 0.53% (n = 400,000). purified Pol kappa, fluorescent DNA synthesis assay, 10 min. Q9UBT6; note: potency is the fitted concentration of half-maximal effect; % is set by controls: 0 for no effect and ±100 for the full control effect
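50 nM final substrate added after 15 min RT preincubation of 10 nM Pol kappa with compound; fluorescence read at 0 and 10 min.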
Apoferritin bind = binds horse apoferritin like a general anesthetic | P02791 | apoferritin/1-aminoanthracene competitive binding, fluorescence | Potency, µM (series often up to 77.5 µM), without a hit: at the highest dose activity change, negative = displacement, actives largely listed as inhibitors | actives 0.074% (n = 350,000) | AID 485281; note: potency is the fitted concentration of half-maximal effect; % is set by controls: 0 for no effect and ±100 for the full control effect; nearly all actives have a fitted effect of over 20% in size
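In PBS, apoferritin at 10 uM is loaded with 1-AMA from a 50% saturated solution. After 10 min of compound exposure at ambient temperature, reduced 535 nm fluorescence indicates probe displacement.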
12-LOX inh = blocks human arachidonate 12S-lipoxygenase; P18054; purified 12hLO, xylenol orange hydroperoxide absorbance; Potency, µM (doses to about 108 µM), without a hit: top-dose activity change, negative = inhibition, usual class: inhibitors; actives 1.1% (n = 580,000); note: potency is the fitted concentration of half-maximal effect; % is set by controls: 0 for no effect and ±100 for the full control effect
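Purified human 12hLO at 150 nM in 25 mM Hepes, 0.01% Triton X-100, pH 7.0, preincubated 15 min at room temperature with compound. Reaction started with 40 uM arachidonic acid, 30 min at room temperature. Hydroperoxide measured by Fe-xylenol orange, 573/405 nm absorbance ratio.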
BLM inh = blocks DNA unwinding by human BLM helicase; P54132; recombinant BLM DNA unwinding, fluorescence dequenching; Potency, µM (top dose mostly 56.1 µM), for the others: at the top dose activity change, negative = inhibition, usual class: inhibitors; actives 0.2% (n = 350,000);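 note: potency is the fitted concentration of half-maximal effect; plate controls were vehicle for no effect and no enzyme for full effect; nearly all actives have a fitted effect of over 35% in size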
ERG Ets-DNA blk = blocks human ERG Ets domain binding to DNA | Potency, µM (series often up to 76.9 µM), inactives show at the top dose FP activity, negative = inhibition, usual class: inhibitors | P11308 | fluorescence polarization, His-ERG Ets domain / labelled DNA | actives 0.028% (n = 370,000) | AID 624246; active = well fitted inhibition curve with a large enough effect in the polarisation, with a control signal flat; inconclusive = small, poorly fitted or top-dose-only effect, or effect the other way, or a change in a side signal; inactive = no such curve, though single readings can be large or run the other way; the % refers to the polarisation;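 note: polarization taken with two DNA probes labelled with fluorescein and Texas red; potency is the fitted concentration of half-maximal effect; % of control where 0% means no effect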
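His-tagged ERG Ets domain (1 uM in the protein solution; 300mM KCl, 50mM Tris-HCl, 1mM EDTA, 1mM DTT, pH 7.5) received compound, then a probe mix of 5 nM fluorescein-DNA and 100nM Texas-615-DNA. Fluorescence polarization was read for both dyes.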
Numbers without * were called inactive; ? = inconclusive; . = not tested or not shown; & = joins results of further samples; [ ] = remark or other dose. Unless noted, calls come from the whole dose curve; as a rule, active = well fitted curve in the direction sought with a large enough effect; inconclusive = small, poorly fitted or top-dose-only effect, or another doubt; inactive = no such curve, though single readings can be large; an effect the other way counts as inactive or inconclusive. Not all compounds are listed. The share of hits here may be higher or lower than overall.

SMILES	TRHR agonist	POLB inh	Pol iota inh	APE1 inh	Pol kappa inh	Apoferritin bind	12-LOX inh	BLM inh	ERG Ets-DNA blk
CCOc1ccc2nc(N3CCCCCC3)sc2c1	-0.4	25%	13%	-6%	-18%	?	-14%	0%	-3%
COc1cc(OC)cc(-c2nnc(SCC(=O)Nc3ccc(C(=O)O)cc3)s2)c1	0.4	1%	-30%	18%	-7%	-3%	1%	-5%	-2%
COc1ccc(-c2nc3ccccn3c2NCc2ccc3c(c2)OCO3)cc1	0.4	1%	-12%	5%	-10%	2%	-4%	-2%	-5%
CCCCCN(C(=O)CCC(=O)OCC(=O)N(CC)c1ccccc1)c1c(N)n(CCCC)c(=O)[nH]c1=O	0.0	.	-11%	16%	-2%	.	0%	.	12%
NC1(C(=O)O)C[C@@H](C(=O)O)[C@H](C(=O)O)C1	.	.	.	-14%&-4%&-2%	5%&-7%&-12%[19.4 µM]	17%	?	1%&0%	.
N#CCCN1CCN(S(=O)(=O)c2ccc(S(=O)(=O)NC3CCCC3)cc2)CC1	0.8	0%	20%	1%	6%	5%	43%	2%	-4%
O=C(Cc1ccccc1)Nc1ccccc1C(=O)NCC1CCCO1 (stereo not drawn)	-0.1	16%	32%[activator]	-10%	-6%	3%	.	0%	-3%
O=C(O)c1cc(-c2ccc(Cl)s2)[nH]n1	0.0	-19%	47%[activator]	2%	1%	-2%	?	0%	3%
COc1ccccc1N1CCN(CCCCOc2c(OC)cccc2OC)CC1	-0.8	21%	56%[activator]	-2%	-1%	0%	.	0%	3%
O=C(N/N=C/c1cc(Br)cc(Br)c1O)c1cccc(S(=O)(=O)N2CCOCC2)c1	8.3	-4%	47%[activator]	-2%	-22%	8%	0%	-5%	-2%
COC(=O)c1cc(S(=O)(=O)N2CCN(c3ccc([N+](=O)[O-])cc3)CC2)c[nH]1	-1.0	-9%	?	-7%	-18%	2%	2%	-14%	-4%
CSc1ncc2c(n1)-c1ccccc1N(Cc1ccc(Cl)cc1)S2(=O)=O	0.2	10%	2%	.	-5%	-8%	?	-3%	6%
COC(=O)C(Cc1c[nH]c2ccccc12)NC(=O)c1ccc2nc[nH]c2c1 (stereo not drawn)	0.0	.	36%[activator]	27%	-2%	.	1%	.	9%
CCc1ccc(NC(=O)Cn2nc3c4ccccc4n(Cc4ccccc4)cc-3c2=O)cc1	-0.7	?	-2%	.	-4%	-3%	-18%	-9%	0%
Nc1c(Cl)ncnc1NCC(O)CO (stereo not drawn)	1.0	2%	38%[activator]	-1%	-14%	0%	474%[activator]	3%	-9%
Cc1ccc(C)c(/C(O)=C2/C(=O)C(=O)N(CCN3CCOCC3)C2c2ccco2)c1 (stereo not drawn)	-0.7	7.1µM*	?	1%	?	-11%	?	6%	-15%
CN(C)C(=O)c1ccc(NC(=O)c2cccnc2)cc1	0.9	20%	5%	-3%	-4%	-6%	0%	2%	13%
O=C(N/N=C/c1ccc2c(c1)OCO2)c1ccc2c(c1)OCCO2	-0.1	-1%	-7%	13%	1%	8%	-9%	0%	-11%
CCCCn1c(CNC(=O)C23CC4CC(CC(C4)C2)C3)nnc1SCC(=O)Nc1ccc(C)cc1	-0.2	-24%	9%	.	-22%	?	-2%	-9%	2%
CCOc1ncccc1C(=O)Nc1cc(S(=O)(=O)N2CCCCC2)ccc1C	0.2	.	-15%	-5%	-3%	.	478%&1%[activator]	.	0%
CC(OC(=O)CCN1C(=O)C2CC=CCC2C1=O)C(=O)Nc1cccc(Cl)c1 (stereo not drawn)	0.3	.	12%	21%	1%	.	8%	.	2%
CCOC(=O)N1CCN(c2c(NCCCN3CCCCCC3)c(=O)c2=O)CC1	0.5	36%	2%	10%	-11%	1%	15%	-4%	-18%
O=C(c1cccs1)n1nc(-c2cccnc2)nc1NCc1ccco1	-0.3	35%	-2%	9%	-1%	-9%	-28%	-5%	3%
CC1(C)Oc2ccc(C(=O)N3CCc4ccccc43)cc2N(CC(=O)N2CCCC2)C1=O	0.0	18%	8%	17%	-6%	-14%	-23%	0%	1%
CCN(CC)S(=O)(=O)c1cccc(-c2nnc(SC(C)C#N)n2Cc2ccccc2)c1 (stereo not drawn)	-0.4	14%	33%	-1%	-2%	-20%	3%	2%	.
Cc1noc2ncnc(N3CCCCC3)c12	-0.2	2%	21%	-8%	-8%	-5%	0%	-4%	-2%
Cc1nc2ccc(NC3=NCCCCC3)cc2s1	0.4	-12%	9%	-4%	-15%	-6%	?	-4%	-3%
O=C(CCn1c(=O)oc2ccccc21)Nc1ccc2c(c1)OCCO2	-0.6	3%	25%	-3%	-1%	-10%	-6%	2%	-17%
Cc1cc(C)cc(NC(=O)CCc2c(C)nc3c4cccnc4nn3c2C)c1	-1.7	41%	24%	.	-5%	1%	-25%	0%	3%
Cc1c(NC(=S)NC(NC(=O)CC(C)C)C(Cl)(Cl)Cl)c(=O)n(-c2ccccc2)n1C (stereo not drawn)	0.2	2%	2%	1%	-5%	5%	-7%	4%	-3%
Cc1ccc(C2C(=O)N(C3CCC(C)CC3)CC(=O)N2C2CC2)cc1 (stereo not drawn)	-0.5	7%	16%	-3%	-11%	-16%	6%	-3%	9%
COc1cc(CN(C(=O)COc2ccc(C)c(C)c2)c2ccccn2)cc(OC)c1OC	-0.5	?	4%	.	-25%	-1%	2%	-2%	-1%
O=C(CSc1nnnn1-c1ccc2c(c1)OCCO2)N1CCN(C(=O)c2ccco2)CC1	-0.2	-1%	69%[activator]	13%	-3%	-22%	4%	1%	1%
CN(CC(=O)O)S(=O)(=O)c1ccc(F)cc1	0.1	1%	-3%	8%	-5%	-1%	20%	1%	.
Cc1ccc(N(Cc2cc3ccccc3[nH]c2=O)S(C)(=O)=O)cc1	-2.6	-3%	29%	0%	-3%	-11%	-8%&2%	5%	-2%
O=C(/C=C/c1ccc([N+](=O)[O-])cc1)NCCc1ccccc1	-0.6	21%	32%	-1%	-6%	-10%	-5%	-2%	-1%
Cn1c2[n+](c3ccc(Cl)cc3c1=O)Cc1ccccc1-2	-0.3	4%	80%[activator]	-7%	-2%	-6%	?	3%	4%
COC(=O)C1CCN(C(=O)COC(=O)CC(NC(C)=O)c2ccccc2)CC1 (stereo not drawn)	0.5	-27%	9%	-4%	1%	-9%	-8%	0%	-2%
CC(C)CN(C(=O)CN1CCN(c2cccc(Cl)c2)CC1)c1c(N)n(CC(C)C)c(=O)[nH]c1=O	0.1	31%	18%	35%	-11%	0%	1%&4%	3%	0%
Cc1ccc(S(=O)(=O)c2nnn3c2nc(N2CCOCC2)c2ccccc23)cc1C	-1.2	14%	-9%	6%	-3%	-6%	?	-1%	1%
CCOC(=O)C1CCN(S(=O)(=O)c2ccc(Cl)cc2)CC1	-0.8	-1%	11%	4%	-22%	-3%	14%	-3%	-6%
COc1ccc(C(=O)NNC(=O)c2ccc(F)c(S(=O)(=O)N3CCOCC3)c2)cc1	.	.	80%[activator]	26%	-2%	.	-8%	.	-2%
O=C(COc1ccccc1)Nc1nnc(-c2ccccc2)o1	0.3	5%	?	-1%	-15%	-10%	14%	-2%	-7%
CCC(C)c1ccccc1NC(=O)Cc1coc2cc3c(cc12)CCC3 (stereo not drawn)	-0.3	13%	14%	-4%	-17%	-8%	-12%	-9%	0%
CCOC(=O)CSc1ccccn1	0.1	-19%	38%	-2%	-16%	-13%	0%	-4%	12%
O=C(CN1C(=O)c2ccccc2C1=O)N1CCN(c2ccccc2)CC1	0.5	-15%	15%	-4%	-3%	1%	0%	0%	-1%
C(=N\n1cnnc1)/c1ccc(N2CCOCC2)s1	-0.1	10%	4%	-1%	0%	-19%	?	0%	6%
Cc1ccccc1CNC(=O)C1CCC(=O)N(CC2CCCCC2)C1 (stereo not drawn)	-0.9	1%	-10%	24%	-7%	-4%	.	-7%	-13%

Compound profiles (already shown). Screens in order: TRHR agonist	POLB inh	Pol iota inh	APE1 inh	Pol kappa inh	Apoferritin bind	12-LOX inh	BLM inh	ERG Ets-DNA blk
`CCc1ccc(NC(=O)Cn2nc3c4ccccc4n(Cc4ccccc4)cc-3c2=O)cc1` as listed: -0.7	?	-2%	.	-4%	-3%	-18%	-9%	0%
`CC1(C)Oc2ccc(C(=O)N3CCc4ccccc43)cc2N(CC(=O)N2CCCC2)C1=O` as listed: 0.0	18%	8%	17%	-6%	-14%	-23%	0%	1%

Remaining list, next part.
SMILES	TRHR agonist	POLB inh	Pol iota inh	APE1 inh	Pol kappa inh	Apoferritin bind	12-LOX inh	BLM inh	ERG Ets-DNA blk
CC1Cc2ccccc2N1C1=CC(=O)CCC1 (stereo not drawn)	-1.8	-6%	36%	-3%	3%	?	0%	-1%	-3%
CN1C(=O)Cc2cc(S(=O)(=O)NCCc3ccc(Cl)cc3)ccc21	0.6&-0.8	2%	?	5%	0%&-2%	-11%&24%	16%&-23%	-1%&2%	10%&1%
COCCOC(=O)c1nccnc1C(=O)Nc1ccc(S(=O)(=O)N2CCOCC2)cc1	0.4	0%	32%	-2%	-2%	-1%	?	-6%	0%
COc1ccc(-c2cn(-c3ccccc3)c3[n+]2CCS3)cc1	0.4&-0.2	8%&32%	62%&-3%[activator]	-1%&-2%	-3%&-2%	1%&3%	1%&-3%	39%&1%[activator]	5%&-6%
Cc1ccc(-n2c(C)cc(/C=N/NC(=O)c3ccc(CN4CCOCC4)cc3)c2C)cc1	-0.5	15%	19%	0%	-5%	-10%	-15%	-4%	-20%
O=C(CCS(=O)(=O)c1cc2c(cc1Cl)NC(=O)CO2)NCc1ccccc1Cl	0.4	-32%	28%	.	0%	37%[activator]	-23%	-6%	-1%
N#C/C(=C/c1ccc(-c2ccc(S(N)(=O)=O)cc2)o1)c1nc2ccccc2s1	93*	-23%	?	-2%	-3%	-5%	-16%	-1%	?
COCCCN(Cc1ccco1)C(=O)CSc1nc2ncccc2[nH]1	0.3	18%	?	21%	-25%	-3%	-2%	1%	2%
